Screening data from PubChem BioAssay.
TCR-CD3 inh – inhibitors of human TCR-CD3 interaction, primary screen, biochemical, fluorescence, TAMRA-labeled TCR probe; inhibition, % at 9.4 µM; 0.37% of 360,000 active; AID 651800, 2012; in the data active means inhibition above about 19%;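 further: recombinant mutant TCR 2C K166C tagged with TAMRA read by polarization; 0% = receptor in buffer alone and 100% = receptor with positive control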
HTRA1 inh – HTRA1 serine protease inhibitors, primary screen, biochemical, fluorescence polarization, HTS; recombinant HTRA1, FP-rhodamine activity-based probe; inhibition, % at 5.96 µM; 0.5% of 340,000 active; in the data active means inhibition above about 36%;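 further: 0% = enzyme with DMSO and 100% = wells lacking enzyme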
rCAG RNA binder – binders of r(CAG) RNA repeats, primary screen, biochemical, fluorescence | r(CAG) RNA repeat, TO-PRO-1 dye displacement fluorescence | inhibition, % at 3 µM | 1.3% of 370,000 active | AID 651821, 2012;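 active means inhibition above the plate cutoff, the mean of all test compounds on that plate plus 3 SD, cut at about 35% in these data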;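 further: 0% = DMSO alone and 100% = 100 µM mitoxantrone as full dye displacement; higher means more dye released from RNA so lower well fluorescence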
PG9 binder – binders of HIV-1 gp120 antibody PG9, primary screen, biochemical, TR-FRET. 0.43% of 360,000 active. inhibition, % at 6.7 µM. AID 624416, 2012. TR-FRET gp120-PG9 antibody binding; in the data active means inhibition above about 8.5%
SIAE primary – human SIAE inhibitors, primary screen, biochemical, fluorescence polarization, FP-Rh probe, 1536-well HTS; SIAE FP-Rh probe binding; inhibition, % at 9.66 µM; Sialate O-acetylesterase (Homo sapiens), Q9HAT2; 0.69% of 370,000 active;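 active means inhibition above a cutoff: mean of compounds within the control limits plus 3 SD of those, cut at about 17% in these data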;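 further: 0% = plate median of compound wells and 100% = probe without SIAE protein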
Rev-erbA mod – modulators of Rev-erb alpha DNA binding, primary screen, biochemical, FITC-DNA, fluorescence polarization, uHTS. AID 1259318, 2017. 0.79% of 370,000 active. Rev-erbα–FITC-DNA binding, 90 min. activity, % at 10 µM. Nuclear receptor subfamily 1 group D member 1 (Homo sapiens), P20393;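 active means activity above about 14%, limit read from the data; passing the limit was not always enough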;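 further: 0% = DMSO wells with 35 nM protein and 100% = DMSO wells with 750 nM protein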
Target sequence (P20393 whole entry, looked up): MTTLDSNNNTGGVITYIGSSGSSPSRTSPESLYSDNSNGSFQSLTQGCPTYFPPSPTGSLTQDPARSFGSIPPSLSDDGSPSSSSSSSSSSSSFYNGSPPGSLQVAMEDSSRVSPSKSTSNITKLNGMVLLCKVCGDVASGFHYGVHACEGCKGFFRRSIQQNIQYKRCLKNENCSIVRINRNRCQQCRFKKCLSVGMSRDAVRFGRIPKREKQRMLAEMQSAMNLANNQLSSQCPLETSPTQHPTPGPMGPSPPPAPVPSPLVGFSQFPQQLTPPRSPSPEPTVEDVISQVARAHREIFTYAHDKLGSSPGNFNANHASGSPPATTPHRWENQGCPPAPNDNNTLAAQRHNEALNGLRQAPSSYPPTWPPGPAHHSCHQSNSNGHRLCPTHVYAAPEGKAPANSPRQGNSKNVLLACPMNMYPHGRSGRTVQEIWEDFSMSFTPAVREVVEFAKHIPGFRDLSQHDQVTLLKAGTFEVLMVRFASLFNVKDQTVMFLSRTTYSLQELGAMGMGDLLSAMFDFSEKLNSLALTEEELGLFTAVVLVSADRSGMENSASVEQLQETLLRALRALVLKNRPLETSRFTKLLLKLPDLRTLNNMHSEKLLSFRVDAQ
PRMT1 inh – PRMT1 methyltransferase inhibitors, primary screen, biochemical, fluorescence polarization | Protein arginine N-methyltransferase 1 (Homo sapiens), Q99873 | inhibition, % at 2.79 µM | recombinant PRMT1, activity-based probe fluorescence polarization | 1.3% of 370,000 active;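 active means inhibition above about 21% made by adding two undisclosed values, limit read from the data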
mABHD4 FP – ABHD4 inhibitors, primary screen, biochemical, fluorescence polarization, mouse. inhibition, % at 8.92 µM. purified mABHD4, FP-Rh probe fluorescence polarization. 0.54% of 370,000 active. (Lyso)-N-acylphosphatidylethanolamine lipase (Mus musculus), Q8VD66. AID 720543, 2013;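 active means inhibition exceeding the mean over every tested compound plus 3 SD, cut at about 30% in these data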;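 further: 0% = plate median of compound wells and 100% = S159A mutant with DMSO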
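Test system: mABHD4 protein; Read-out basis: % inhibition; Incubation: 45 min + 60 min at 25 °C; Repeats: single replicate; Technique: fluorescence polarization with parallel and perpendicular emission, 525/598 nm; Compound: 8.92 µM, single dose; Benchmarks: full inhibition S159A mutant plus DMSO, zero as sample-well median.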
TDP2 absorb – human TDP2 enzyme inhibitors, primary screen, biochemical, epi absorbance, recombinant enzyme; T5PNP hydrolysis, p-nitrophenol absorbance 415 nm; inhibition, % at 12.8 µM; 0.34% of 370,000 active; AID 720702, 2013;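 active means inhibition above the mean of all tested compounds plus 3 SD, set per campaign, cut at about 25% in these data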;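 further: 0% = DMSO with enzyme and 100% = buffer with substrate but no TDP2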
Target sequence (O95551 whole entry, looked up): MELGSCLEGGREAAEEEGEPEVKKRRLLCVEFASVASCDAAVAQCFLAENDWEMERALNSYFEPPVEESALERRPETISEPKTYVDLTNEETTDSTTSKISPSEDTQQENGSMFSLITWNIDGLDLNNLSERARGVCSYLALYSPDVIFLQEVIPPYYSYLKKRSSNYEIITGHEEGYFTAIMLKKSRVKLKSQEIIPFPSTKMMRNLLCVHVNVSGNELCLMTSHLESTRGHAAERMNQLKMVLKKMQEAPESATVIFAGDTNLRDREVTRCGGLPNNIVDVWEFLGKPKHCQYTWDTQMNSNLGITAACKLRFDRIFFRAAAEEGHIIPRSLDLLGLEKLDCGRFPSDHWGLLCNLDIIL
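Material: recombinant human TDP2; quantity: TDP2 enzyme at 120 nM final; medium: Tris-HCl pH 7.5 with MgCl2; compound: single concentration, 12.8 µM nominal, with 1% DMSO; incubation: 2 h enzyme incubation at 37 °C; signal: epi absorbance; measure: percent inhibition; benchmarks: high control without enzyme, low control DMSO plus TDP2; repeats: singlicate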
LEDGF integ inh – blockers of LEDGF/p75-dependent integrase strand transfer – biochemical, TR-FRET, high throughput, primary screen; HIV-1 integrase (with human LEDGF/p75); TR-FRET IN-LEDGF/p75 DNA integration, Eu/Cy5; inhibition, % at 3.7 µM; 0.64% of 370,000 active; AID 743269, 2014;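 active means inhibition above the screen-wide mean plus 3 SD, cut at about 13% in these data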;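 further: signal is the Cy5 over europium emission ratio at 671 and 618 nm; 0% = plate median of compound wells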
* hit, by the source's call; . = no result given.

SMILES	TCR-CD3 inh	HTRA1 inh	rCAG RNA binder	PG9 binder	SIAE primary	Rev-erbA mod	PRMT1 inh	mABHD4 FP	TDP2 absorb	LEDGF integ inh
O=C(CSc1nnc(NC(=O)c2ccco2)s1)Nc1ccc2c(c1)OCCO2	-3	5	-6	0.9	-1	-3	5	6	-15	0
Cc1ccc(C)c(S(=O)(=O)N2CCCC2CNC(=O)C(=O)NCc2ccccn2)c1 (configuration not stated)	-12	-1	-8	1.9	6	-1	1	5	4	-3
Cc1ccccc1N(C(=O)CNC(=O)c1cccs1)C(C(=O)NC1CCCC1)c1ccncc1 (configuration not stated)	0	5	-4	0.0	0	1	1	-1	-9	-7
CC(=C/C(=O)O)/C=C/c1cccs1	1	6	0	-3.2	-2	1	1	-2	6	-1
Cc1cccc(NC(=O)NCC2CC2)c1	2	-1	0	-1.4	-3	-1	-1	-3	-11	3
O=C(CSc1nnc(CNC(=O)c2cccc(C(F)(F)F)c2)o1)NC1CCCCC1	4	1	-8	-2.4	-9	4	0	4	-15	-1
Cc1occc1C(=O)Nc1sccc1C(N)=O	2	-3	4	1.3	-10	-1	-4	-7	4	4
N#CC(c1ccc(N)cc1)C(CC(=O)c1ccccc1)c1ccccc1 (configuration not stated)	-2	-5	2	-2.5	-1	0	-2	-4	1	-4
Cc1c(C)c(C)c(S(=O)(=O)N2CCC3(CC2)OCCO3)c(C)c1C	10	-11	-6	-0.3	-3	-1	3	4	6	1
Cc1cccc(OCC(=O)NCC(C)(C)N2CCOCC2)c1	5	4	2	-0.1	8	1	0	2	-5	-3
CCOC(=O)c1cnc(SCC(=O)N2CCC(C(N)=O)CC2)nc1N	-5	-1	-2	1.5	0	2	12	0	10	-1
CC(=O)OCc1c(C(F)(F)F)nn(C)c1Sc1ccccc1	1	3	-5	1.6	-4	-4	-1	-1	13	1
CN(CC(=O)OCC(=O)Nc1ccccc1)S(=O)(=O)c1ccc(Cl)cc1	-2	6	-1	0.3	7	-1	-2	-1	9	0
Cc1cc(CNC(=O)c2cc(COc3ccc(F)c(F)c3)on2)nn1C	5	-5	-2	-1.4	3	-4	-3	-1	-3	4
O=C(CN(C(=O)CCC(=O)Nc1nccs1)c1ccc(F)cc1)NCCc1ccccc1	-5	0	-8	-2.5	-6	3	2	6	-2	-5
N#Cc1cccc(NC(=O)COC(=O)c2ccccc2Sc2ccccc2C#N)c1	3	-12	6	-2.4	-15	37*	0	-14	-2	2
CNC(=O)CSc1nnc(-c2ccco2)n1-c1cccc(OC)c1	3	-5	-2	-0.6	-6	2	2	4	10	-2
CCOC(=O)c1cc2c(=O)n3ccccc3nc2n(Cc2ccco2)c1=NC(=O)c1cccc(OC)c1	-7	-10	2	0.3	3	6	16	-2	0	3
O=C(Cn1c(=O)n(CC2CCCO2)c(=O)c2ccccc21)c1ccccc1 (configuration not stated)	-1	4	-8	-1.1	0	7	-1	4	6	3
Cc1nn(Cc2ccccc2)c(C)c1C(=O)NCC(c1cccs1)N1CCOCC1 (configuration not stated)	2	5	-7	-1.0	3	-9	1	1	-9	-5

3 compounds from above, sorted by length of the SMILES, ascending.
SMILES	TCR-CD3 inh	HTRA1 inh	rCAG RNA binder	PG9 binder	SIAE primary	Rev-erbA mod	PRMT1 inh	mABHD4 FP	TDP2 absorb	LEDGF integ inh
CC(=O)OCc1c(C(F)(F)F)nn(C)c1Sc1ccccc1	1	3	-5	1.6	-4	-4	-1	-1	13	1
N#Cc1cccc(NC(=O)COC(=O)c2ccccc2Sc2ccccc2C#N)c1	3	-12	6	-2.4	-15	37*	0	-14	-2	2
CCOC(=O)c1cc2c(=O)n3ccccc3nc2n(Cc2ccco2)c1=NC(=O)c1cccc(OC)c1	-7	-10	2	0.3	3	6	16	-2	0	3

The list goes on.
SMILES	TCR-CD3 inh	HTRA1 inh	rCAG RNA binder	PG9 binder	SIAE primary	Rev-erbA mod	PRMT1 inh	mABHD4 FP	TDP2 absorb	LEDGF integ inh
COc1ccc(Cl)cc1NC(=O)Cn1nnc(C(=O)NCc2ccc3c(c2)OCO3)c1N	1	-5	5	-1.0	3	-1	-1	5	14	-1
CC(=O)c1cccc(S(=O)(=O)NCC(C)(C)N2CCOCC2)c1	-5	8	4	-0.5	1	0	3	-7	-6	1
COc1cccc(NC(=O)N(C)C[C@H]2Oc3cc(C#Cc4ccncc4)ccc3S(=O)(=O)N([C@H](C)CO)C[C@H]2C)c1	-2	-21	16	-0.9	1	7	0	-4	5	3
CCCCN(C(=O)CSc1nncn1-c1ccccc1OC)c1c(N)n(Cc2ccccc2)c(=O)[nH]c1=O	-3	0	-3	2.3	2	-3	3	3	-4	2
CN(C)S(=O)(=O)c1cccc(NC(=O)CCCSc2ccccc2)c1	3	-12	1	-1.2	-8	9	-9	-8	-5	6
COc1ccc(NC(=O)C2CCCN2S(=O)(=O)c2cccc3cccnc23)c(OC)c1 (configuration not stated)	5	-5	2	-0.3	4	-6	-4	1	-13	5
COc1ccc(Cl)cc1N1CC(C(=O)Nc2nccs2)CC1=O (configuration not stated)	0	-3	2	-1.3	0	-5	2	3	-7	3
CN(Cc1cccs1)C(=O)CCc1c[nH]c2ccccc12	6	0	0	-2.2	9	-4	4	-1	1	-5
CC(=O)C1(C(=O)NCc2ccccc2)CC(c2ccccc2C(F)(F)F)=NO1 (configuration not stated)	.	.	5	.	7	-5	-1	1	-8	2
CC1(C)CC(=O)C=C(NNC(=O)c2ccc(N)cc2)C1	6	2	0	-2.0	4	0	1	2	5	0
COC(=O)c1c(C)[nH]c(C(=O)C(C)OC(=O)c2ccco2)c1C (configuration not stated)	4	-2	4	-2.1	2	5	-4	7	7	-1
CCC(=O)NCCSc1c[nH]c2ccccc12	-1	-4	1	-0.9	1	1	5	-2	14	-1
CC(=O)N1C(C)(C)CC(=NOC(=O)c2ccc(C)cc2)CC1(C)C	-1	-5	-10	1.1	8	-2	4	4	1	-3
CCOc1ccc(/C=N/NC(=O)c2ccncc2)cc1OC	-6	0	3	1.1	-3	1	-5	-6	-23	-1
Cn1c(=O)c(=O)n(C)c2cc(S(=O)(=O)Nc3ccc4c(c3)OCCO4)ccc21	-2	2	6	2.6	1	3	6	-12	-3	1
CC(C)Sc1sc(C(=O)O)c(-c2ccc(Cl)cc2)c1C#N	5	-10	30	-14	1	2	3	14	-2	0
COc1ccccc1C(=O)NCCC(=O)N(C)CC(=O)Nc1c(Cl)cccc1Cl	-3	1	-3	1.9	-4	-4	-4	0	15	3
CCOC(=O)c1cccnc1SCC(=O)NC(C)CC (configuration not stated)	-1	7	-3	-0.9	5	1	3	5	4	0
CC(C)(C)[C@@H]1CCC(=O)N(CC[C@H](N=[N+]=[N-])c2ccccc2)CC1	7	-9	-14	-0.5	-5	4	-2	1	-9	-3
CC#CCN1C(=O)N[C@@H](c2ccccc2)C(C(=O)OC)=C1C	3	-6	-1	0.1	0	-2	0	-2	-4	2
O=C(COC(=O)CCSc1ccccc1)NCc1ccc(F)cc1	6	-2	-6	1.6	2	-2	1	-1	-8	1
CCOC(=O)C1CCCN(C(=O)CSc2nccn2C)C1 (configuration not stated)	8	-1	-1	0.8	2	2	-2	5	9	1
CCc1ccc(NC(=O)c2ccc(F)c(S(=O)(=O)NCC3COc4ccccc4O3)c2)cc1 (configuration not stated)	6	-106	7	-2.3	-97	3	-1	-83	-9	-4
CCCCNC(=O)c1ccc(SCC(=O)N(CC)CC)c([N+](=O)[O-])c1	3	-1	-3	1.1	-3	-4	2	3	-6	-2
CC(C)[C@H](NC(=O)c1cccc(CN(Cc2ccccc2)C(=O)/C=C/c2ccccc2)c1)C(=O)O	7	-8	18	0.3	4	-4	-1	-1	5	2
CC(C)N(C#N)c1nc(N2CCOCC2)nc(N2CCOCC2)n1	1	-3	-8	1.2	6	0	-2	-2	10	-1
O=c1cc(N2CCN(c3ccccc3F)CC2)[nH]c(=O)n1-c1ccc(Br)cc1	-3	0	2	-2.6	4	3	3	-9	-4	0
CCc1sc(C(=O)Nc2nccs2)cc1C	-2	-2	-2	-1.0	-2	3	-1	2	0	-1
O=[N+]([O-])c1ccc(Cc2ccncc2)cc1	9	-1	2	-1.2	4	-5	-3	0	5	-3
O=[N+]([O-])c1ccc(Sc2nc3ccccc3[nH]2)c(Cl)c1	-1	.	4	-1.7	0	-5	0	4	2	2
O=C(O)c1c(-c2ccccc2)c2oc3ccccc3c2[nH]c1=O	4	2	3	-1.5	1	4	2	8	16	0
CCOC(=O)N1CCc2c(sc3c2c(=O)n(Cc2ccccc2)c(=O)n3Cc2ccc(C)cc2)C1	-10	-4	5	-1.5	4	-8	5	-10	4	5
CCCC(c1nnnn1Cc1ccc(F)cc1)N1CCN(CC)CC1 (configuration not stated)	-4	23	-1	-1.9	0	8	6	-7	3	-11
C[C@H](CO)N1C[C@H](C)[C@@H](CN(C)CC2CCCCC2)Oc2ccc(NS(C)(=O)=O)cc2C1=O	5	-3	2	-0.1	-2	-1	1	-1	-6	4
CCOc1ccc(NC(=O)c2ccccc2OC)cc1	-2	0	-6	-0.1	3	-7	-2	1	3	0
Cc1ccc(NC(=O)CSc2ccc(-c3ccc4c(c3)OCO4)nn2)cc1F	4	5	3	-1.3	1	18	1	-1	-13	3
CC(=O)Nc1ccc(S(=O)(=O)Nc2ccc(N3CCOCC3)c(F)c2)cc1	0	-4	2	-2.0	9	-4	-5	5	4	1
COCCN(C(C)=O)c1nnc(-c2ccccn2)s1	-7	10	-3	-0.5	-1	-1	4	4	2	0
COc1ccccc1N(CCC#N)C(=O)CSc1nnc2ccccn12	2	-1	-1	2.4	-1	4	-4	-2	-10	5
CCCCNC(=O)C1CCN(S(=O)(=O)N2CCOCC2)CC1	1	-3	0	0.7	-3	2	1	2	1	3
O=C1CCC(C(=O)OCC(=O)N2N=C3/C(=C\c4ccccc4)CCCC3C2c2ccccc2)N1 (configuration not stated)	-1	-13	1	-2.2	-1	-5	-8	-5	-9	5
COc1cc(O)c(C(CC(=O)N2CCC(C)CC2)c2ccc3c(c2)OCO3)c(OC)c1 (configuration not stated)	.	.	.	.	4	-4	4	0	-4	-2
CCCCc1c(-c2ccccc2OC)ncn1CCc1ccc(OC)cc1	3	.	-2	1.5	2	0	-2	5	-2	3
O=c1ccc2ccc(OCCOc3cccc(Cl)c3)cc2o1	-3	-44	0	1.9	12	0	0	-17	4	-3
O=C(N/N=C/c1cccc(O)c1)c1ccc2c(c1)OCCO2	2	-1	2	-2.0	7	0	-4	-1	1	3

A portion of the library, so the mix of outcomes need not match the whole.
